Compound activity: PubChem BioAssay, several laboratories
NALP1 inh – inhibitors of NALP1 inflammasome in yeast. S. cerevisiae NALP1/ASC/caspase-1 growth, X-gal OD620, 72 h. hit rate 0.61% among 280,000. inhibition, % at 10 µM; in the data active = inhibition mostly above about 24%, no sharp cut-off; inactive = mostly below about 32%; also: some compounds called inactive have numbers as strong as hits
IDE act – IDE (human) activation, cell-based; P14735; HEK cells, FAbeta-B cleavage, fluorescence polarization; 0% vehicle, 100% cell-free pure enzyme wells; activation, % at 5.96 µM; hit rate 0.073% among 340,000; AID 493087;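 active = activation above the mean of all tested compounds plus 3 SD, set per screening campaign, cut at about 17% in these data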
GPR7 antagonist – antagonists of human GPR7 (neuropeptides B/W receptor 1); P48145; GPR7-expressing cells, fluorescence antagonist assay; inhibition, % at 4.4 µM; hit rate 1.1% among 290,000; AID 1861; in the data active = inhibition above about 16%, passing the limit was not always enough;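 also: cells stimulated with the agonist NPW; 0% = agonist with vehicle and 100% = vehicle without agonist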
Target sequence (P48145 whole entry, looked up): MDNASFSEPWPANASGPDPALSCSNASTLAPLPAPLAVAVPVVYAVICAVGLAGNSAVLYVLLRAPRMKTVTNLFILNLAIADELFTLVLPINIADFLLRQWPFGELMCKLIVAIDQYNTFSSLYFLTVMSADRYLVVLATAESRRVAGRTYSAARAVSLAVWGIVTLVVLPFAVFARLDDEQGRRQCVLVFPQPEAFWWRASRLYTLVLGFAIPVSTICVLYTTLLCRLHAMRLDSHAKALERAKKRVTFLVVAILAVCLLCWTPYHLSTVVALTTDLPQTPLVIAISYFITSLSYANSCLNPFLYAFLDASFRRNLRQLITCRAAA
PHOSPHO1 block – inhibitors of human PHOSPHO1 phosphatase | Q8TCT1 | recombinant PHOSPHO1, absorbance phosphatase assay | AID 1565 | inhibition, % at 13.3 µM | hit rate 1.1% among 290,000; in the data active = inhibition above about 60%
Target sequence (Q8TCT1 whole entry, looked up): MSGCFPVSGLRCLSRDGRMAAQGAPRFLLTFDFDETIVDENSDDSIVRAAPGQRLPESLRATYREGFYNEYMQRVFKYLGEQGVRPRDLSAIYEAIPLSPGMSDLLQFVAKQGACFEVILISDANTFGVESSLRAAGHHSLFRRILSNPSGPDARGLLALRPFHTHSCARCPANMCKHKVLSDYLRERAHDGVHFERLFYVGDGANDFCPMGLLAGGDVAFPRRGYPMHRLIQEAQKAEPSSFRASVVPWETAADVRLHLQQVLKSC
VIM-2 inh – blocks Pseudomonas aeruginosa VIM-2 metallo-beta-lactamase; purified VIM-2, nitrocefin hydrolysis, epi-absorbance fluorescence; inhibition, % at 5.6 µM; hit rate 0.89% among 290,000; AID 1527;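 active = inhibition above the mean of all tested compounds plus 3 SD, cutoff set per screening run, cut at about 7.5% in these data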;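 also: red hydrolysis product quenches plate fluorescence so inhibitors raise well fluorescence; 0% = enzyme with DMSO and 100% = DMSO without enzyme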
IDE cell inh – inhibitors of human insulin-degrading enzyme in cells; hit rate 0.41% among 320,000; inhibition, % at 5.59 µM; P14735; HEK cells, FAbetaB cleavage, fluorescence polarization;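 active = percent inhibition above the average of all tested compounds plus 3 SD, set per screening campaign, cut at about 16% in these data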;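 also: IDE supplied by intact live HEK cells; FP after avidin binding of uncleaved biotin substrate so inhibition keeps polarization high; 0% = DMSO wells and 100% = 60 µM reference IDE inhibitor Ii1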
PfM18AAP inh – PfM18AAP enzyme inhibition | hit rate 1.2% among 290,000 | recombinant PfM18AAP, H-Glu-NHMec fluorogenic cleavage | inhibition, % at 7.35 µM;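 active = inhibition above the campaign mean inhibition over all tested compounds plus 3 SD, cut at about 28% in these data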;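 also: 0% = plate median of test compound wells and 100% = 2 mM ZnCl2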
pCIP destab – compounds decreasing mouse p/CIP protein stability; Q05BA5; F442A p/CIP-EGFP cells, EGFP fluorescence, 16 h; decrease of EGFP signal, % at 10 µM; hit rate 0.01% among 290,000;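 active = EGFP signal decrease of at least 30% at 10 µM or well 3 SD below plate mean, unless failing retest; inactive = the rest, including hits failing retest or dose response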; also: some compounds called inactive have numbers as strong as hits; many of its hits are not listed in these tables
IMP-1 inh – blocks Pseudomonas aeruginosa IMP-1 metallo-beta-lactamase. purified IMP-1, nitrocefin hydrolysis, epi-absorbance fluorescence. inhibition, % at 5.6 µM. hit rate 0.45% among 290,000. AID 1556;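 active = inhibition above the mean plus 3 SD of all compounds in the same screening run, cut at about 4.5% in these data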;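 also: 0% = IMP-1 with DMSO and 100% = DMSO wells lacking enzyme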
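Assay system: purified recombinant IMP-1 beta-lactamase. Input: IMP-1 0.2 nM before substrate addition. Buffer or medium: Zinc- and detergent-supplemented HEPES buffer, pH 7.1. Schedule: 25 °C, 15 min preincubation, 25 min reaction. Signal: Epi-absorbance fluorescence, 480 nm excitation, 530 nm emission. Evaluation: percent inhibition from optical density relative to buffer-blank wells.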
* hit, by the source's call; · = no result given.

SMILES	NALP1 inh	IDE act	GPR7 antagonist	PHOSPHO1 block	VIM-2 inh	IDE cell inh	PfM18AAP inh	pCIP destab	IMP-1 inh
CC1COc2ccccc2N1S(=O)(=O)c1cc(Cl)ccc1Cl (stereo not drawn)	-27	-3	-11	·	-3.1	-1	2	-7	-2.1
CCn1cc(S(=O)(=O)CC(=O)Nc2cc(C)ccc2C)c2ccccc21	18	5	-2	-9	-1.5	2	-6	4	-4.4
Cc1onc(-c2ccccc2)c1C(=O)N1CCCN(C(=O)c2c(-c3ccccc3)noc2C)CC1	-9	4	-8	-11	1.5	0	-1	-7	-1.2
CCCc1cc(=O)[nH]c(SCC(=O)c2ccc3c(c2)OCCO3)n1	19	1	2	-4	-0.6	1	-5	1	-2.9
Cc1ccc(C(=O)c2cn(-c3ccc(F)c(Cl)c3)nn2)cc1	-8	8	-12	16	-4.9	-2	0	1	-1.4
O=S(=O)(NCCN1CCCC1)c1ccc(Br)cc1	2	0	-5	29	-2.1	1	4	-8	-3.1
Nc1nc(N2CCN(C(c3ccccc3)c3ccccc3)CC2)n[nH]1	4	6	-24	-38	-1.9	1	7	-1	-2.9
N#Cc1c(N)nc2c(c1N)CC(C(F)(F)F)O2 (stereo not drawn)	-1	0	-19	-24	-2.7	-2	3	14	-3.3
CCCCc1c(O)n2c(nc3ccccc32)[nH]c1=O	-4	0	-16	9	-4.0	1	-2	-6	-3.7
COc1ccc(-n2c(SCC(=O)Nc3ccc(NC(C)=O)cc3)nc3c([nH]c4ccccc43)c2=O)cc1OC	6	6	-7	24	-3.7	-1	7	2	-2.4
O=C(N/N=C\c1ccc2c(c1)OCO2)c1cncc(Br)c1	21	-6	18	-14	1.7	-3	14	27	4.3
Cc1ccc(C(=O)Nc2nc(-c3cccnc3)cs2)o1	-1	0	-3	32	-1.0	-1	3	2	-1.9
CCN(CC)CCCNC1=C(Cl)C(=O)c2ccccc2C1=O	10	6	-8	26	1.3	5	-2	2	-1.1
Cc1cccc(C(=O)N[C@H](C(=O)Nc2ncc(C)s2)C(C)C)c1	3	-1	1	20	-3.4	0	2	-40	-2.8
Cc1cc(C)c2cc(CNC3CCCC3)c(Cl)nc2c1	-3	-7	-7	36	-0.2	2	3	-4	-2.4
NC(=O)C1CCCN(Cc2ccc3ccccc3c2)C1 (stereo not drawn)	8	2	-3	24	-3.3	3	3	-8	-1.6
Cc1ccc(N(C)C(=O)CCS(=O)(=O)c2cc3c(cc2Cl)NC(=O)CO3)cc1	12	-3	4	44	-0.9	4	0	-4	-1.3
O=C(COc1ccccc1)NNC(=O)c1cc2ccccc2oc1=O	23	3	-5	-21	-2.4	1	-4	-2	-5.2
N#Cc1ccccc1NC(=O)COC(=O)/C=C/c1cn(-c2ccccc2)nc1-c1ccc(Cl)cc1	15	-1	-3	60*	-3.3	·	3	-9	-2.8
Cc1c(C(=O)N(C)c2ccccc2)oc2c1C(O)CC(C)(C)C2 (stereo not drawn)	-23	0	-14	28	-2.3	-2	2	4	-2.5
NCCCCc1cn(CC(=O)N2CCNCC2)nn1	6	-2	-14	30	-3.6	2	1	-10	-1.8
CCOC(=O)C1(Cc2cccc(F)c2)CCN(Cc2cnn(CC)c2)CC1	6	-2	-9	23	-2.2	7	1	-4	-2.6
Cc1cccc(OCCCn2ccnc2)c1	25	1	1	10	-3.5	2	2	-12	-1.5
COc1cc(C(=O)NNC(=S)NC(=O)/C=C/c2ccccc2)cc(OC)c1OC	11	7	-11	87*	-6.1	-1	4	-24	-2.9
COc1cccc(C(=O)Nc2cc3c(cc2Cl)OCCCO3)c1	25	3	1	0	-3.6	1	2	0	-2.1

Two of these compounds, set out differently:
Results follow in this order: NALP1 inh	IDE act	GPR7 antagonist	PHOSPHO1 block	VIM-2 inh	IDE cell inh	PfM18AAP inh	pCIP destab	IMP-1 inh
N#Cc1ccccc1NC(=O)COC(=O)/C=C/c1cn(-c2ccccc2)nc1-c1ccc(Cl)cc1
 : 15	-1	-3	60*	-3.3	·	3	-9	-2.8
Cc1c(C(=O)N(C)c2ccccc2)oc2c1C(O)CC(C)(C)C2 (stereo not drawn)
 : -23	0	-14	28	-2.3	-2	2	4	-2.5

(continued)
SMILES	NALP1 inh	IDE act	GPR7 antagonist	PHOSPHO1 block	VIM-2 inh	IDE cell inh	PfM18AAP inh	pCIP destab	IMP-1 inh
Cc1ccc(-c2ccc(/C=N/NC(N)=S)o2)cc1	-7	-6	-7	-98	-5.3	0	-3	-9	-4.0
COc1cc(/C=C2/C(=N)N3C=CSC3=NC2=O)ccc1OCCCOc1ccccc1C	23	2	13	38	-1.9	0	2	0	-0.8
COC(=O)Cc1ccc(NC(=S)N2CCC(Cc3ccccc3)CC2)cc1	-4	-4	-8	·	-3.3	0	3	6	-3.5
COc1cc(-c2n[nH]c(=S)n2-c2ccccc2C(F)(F)F)cc(OC)c1OC	-3	3	-3	-86	-3.6	2	9	4	-4.1
O=C(NCCCN1CCOCC1)c1ccco1	10	2	-10	11	1.2	-1	0	0	-0.9
CCCC(=O)Nc1ccccc1NC(=O)c1ccc(OC(C)=O)cc1	4	2	-7	44	-2.3	-3	-2	-4	-4.0
CCCCn1c(SCC(=O)NC2CCCC2)nnc1-c1ccco1	-7	3	0	40	-2.3	-7	-1	-3	-0.2
COc1cccc(NC(=O)c2ccc3c(c2)N(C)CCS3)c1	11	6	-4	23	-2.2	1	7	-10	-1.9
COc1ccccc1N1C(=O)[C@@H]2C(C(=O)CN3C(=O)c4ccccc4C3=O)=NN[C@@H]2C1=O	28	·	-5	28	-2.7	1	7	-12	-3.1
C=CCOc1ccc(C2C(C(=O)c3ccco3)=C(O)C(=O)N2CCCN(CC)CC)cc1 (stereo not drawn)	11	6	-14	21	-4.0	3	25	-28	-1.9
CCOc1ccc(NC(=O)c2ccc3c(c2)N(Cc2ccc(F)cc2)C(=O)CS3=O)cc1 (stereo not drawn)	37	-2	-7	-6	-3.6	3	-1	-13	-4.1
O=c1nccc(N/N=C/c2ccccc2O)[nH]1	16	-6	-10	34	-4.1	·	29*	-2	-5.4
CN(C)CCN(C(=O)c1ccc(S(=O)(=O)N(C)c2ccccc2)cc1)c1nc2cc3c(cc2s1)OCO3	7	0	6	17	-3.2	8	-2	-16	-4.5
O=C(CCCc1nc(-c2ccc(Cl)cc2)no1)N1CCOCC1	11	-2	-16	9	-1.2	2	0	15	-5.4
COc1ccccc1NC(=O)CSc1nnc(-c2ccccn2)o1	-14	-2	9	30	-2.2	6	-2	-2	-5.0
CCn1c(SCC(=O)N2CCOCC2)nc2c(c1=O)SC(C)C2 (stereo not drawn)	8	4	15	16	-1.6	-5	6	-34	0.1
O=C(c1cc2n(n1)C(C(F)(F)F)CC(c1ccc(F)cc1)N2)N1CCCC1 (stereo not drawn)	-3	-6	2	-38	-3.9	5	2	2	-1.2
O=C(CC1C(=O)NCCN1C(=O)Nc1ccc(Cl)cc1)Nc1ccc(F)cc1 (stereo not drawn)	-2	10	18	18	-3.4	-1	0	-9	-2.4
Fc1c(F)c(C(F)(F)F)c(F)c(F)c1N1CCN(c2ccc3nnc(C(F)(F)F)n3n2)CC1	14	2	-13	-18	-1.4	0	-3	-12	-3.2
N=C1C(c2nc3ccccc3s2)=C(O)CN1C1CCC(O)CC1 (stereo not drawn)	-1	·	-9	-8	-3.9	-2	0	0	-2.5
COc1ccc(S(=O)(=O)N(CC(=O)NCC2CCCO2)C2CCCCC2)cc1OC (stereo not drawn)	12	-3	-3	28	-2.2	4	1	-5	-0.7
COC(=O)c1cc(OC)c(OC)c(OC)c1NC(=O)c1ccc(S(=O)(=O)N(C)C)cc1	16	2	-8	9	0.9	-3	4	1	-0.9
Nc1ncnc2nc(SCCN3CCCCC3)[nH]c12	13	5	-14	4	0.4	7	1	-16	-2.6
CCOc1cc(/C=C2\N=C(C)OC2=O)cc(Br)c1OCCc1ccccc1	4	2	-6	26	-2.0	0	-1	7	-2.1
O=C(Nn1c(O)c(C=C2N=c3ccccc3=N2)sc1=S)c1ccc(Cl)cc1	13	-2	5	42	0.5	5	25	8	-1.3
SMILES	NALP1 inh	IDE act	GPR7 antagonist	PHOSPHO1 block	VIM-2 inh	IDE cell inh	PfM18AAP inh	pCIP destab	IMP-1 inh
CC1=C(C(=O)N(C)CCC#N)C2(CCCCC2)OC1=O	12	4	-3	0	-1.0	-2	-2	-6	-1.5
CCOc1ccc(C(OC(=O)c2ccco2)C(=O)NCc2ccc(C)cc2)cc1 (stereo not drawn)	-3	4	2	49	-2.7	4	3	2	-2.5
CCc1ccccc1N1CCN(S(=O)(=O)c2cc(OC)ccc2OC)CC1	28	6	-9	35	-2.0	3	0	-2	-2.1
Cc1cc(C)n2nc(C(=O)OCC(=O)c3cc(C)n(C)c3C)nc2n1	-11	-1	-3	39	-0.8	2	0	4	-2.5
O=C(NC1CC2CCCC(C1)N2C(=O)Nc1ccccc1)C1CC1 (stereo not drawn)	6	0	-12	28	-3.0	2	1	-3	-3.0
COCCOC(=O)C1=C(C)N=C2SCCC(=O)N2C1c1ccc(OC(=O)c2ccco2)cc1 (stereo not drawn)	4	2	8	1	-1.3	2	-5	-8	-0.9
CCOc1ccc(C2c3[nH]c4ccccc4c3CCN2C(=O)Cn2cncn2)cc1 (stereo not drawn)	3	1	-3	30	-1.2	5	-1	-2	-1.0
N#Cc1ccc(OC(=O)Cc2ccsc2)cc1	2	0	-9	5	-0.6	-2	-2	5	-0.6
COc1cc(NC(=O)Nc2cccc(Cl)c2)c(OC)cc1NC(=O)CN1CCCCC1	28	13	-14	42	-3.7	-6	-4	3	-1.0
COC(=O)c1sccc1NC(=S)N1CCCC(C)C1 (stereo not drawn)	16	6	-4	1	-0.9	3	4	-16	-2.1
O=C(NCc1ccco1)C(=O)NCC1OCCN1S(=O)(=O)c1ccc(F)cc1 (stereo not drawn)	33	1	-10	-9	-0.8	2	-3	-6	-3.0
O=C(/C=C/c1ccccc1)OCN1C(=O)c2ccccc2C1=O	2	4	15	20	-1.3	-5	2	-14	-1.6
COc1ccc(NC(=S)N2CCC(NC(=O)c3cccc(F)c3)CC2)cc1	-4	5	-3	10	-3.6	-2	-1	-14	-2.6
Nn1c(COc2ccc(Cl)cc2)nc2ccccc2c1=O	36	4	-12	1	0.5	-2	-2	2	-3.2
CCCN(CCC)CCCNC(=O)CC(C(=O)N1CCc2ccccc21)n1ccnc1 (stereo not drawn)	-7	-3	-8	-4	-1.1	4	-2	-1	-0.7
Cc1ccc(S(=O)(=O)N2CN(CC3CCCO3)c3nc4ccccc4nc32)cc1 (stereo not drawn)	-1	5	0	32	-0.5	2	3	-4	-4.7
CC1CCc2c(sc(NC(=O)c3ccc(Cn4cc(Br)cn4)o3)c2C(N)=O)C1 (stereo not drawn)	32	4	-3	21	-7.7	-3	-18	-14	0.8
CCCCC(=O)NC(c1ccc(Cl)cc1Cl)c1ccc2cccnc2c1O (stereo not drawn)	10	-4	-10	3	-2.0	·	2	-11	-3.1

Profiles from above.
`Cc1cc(C)n2nc(C(=O)OCC(=O)c3cc(C)n(C)c3C)nc2n1` is listed with NALP1 inh = -11; IDE act = -1; GPR7 antagonist = -3; PHOSPHO1 block = 39; VIM-2 inh = -0.8; IDE cell inh = 2; PfM18AAP inh = 0; pCIP destab = 4; IMP-1 inh = -2.5
`O=C(NCc1ccco1)C(=O)NCC1OCCN1S(=O)(=O)c1ccc(F)cc1` (stereo not drawn) is listed with NALP1 inh = 33; IDE act = 1; GPR7 antagonist = -10; PHOSPHO1 block = -9; VIM-2 inh = -0.8; IDE cell inh = 2; PfM18AAP inh = -3; pCIP destab = -6; IMP-1 inh = -3.0
